# MCF10A rerep = A quantitative high throughput screen for small molecules that induce DNA re-replication in MCF 10a normal breast cells; actives 2.9% (n = 350,000); Potency, µM (top dose mostly 46.1 µM), for inactives: at the top dose activity, positive = re-replication, most hits filed as activators; MCF 10A DNA re-replication, Hoechst nuclear intensity, 48 h; AID 624296, 2012; further: % of control where 0% means no effect; nearly all actives have a fitted effect of over 50% in size
# A549 viability = Nrf2 qHTS screen for inhibitors: counterscreen for cytotoxicity; A549 ARE-Fluc cells, CellTiter-Fluor viability, 18-24 h; Potency, µM (doses to about 46 µM), for the others: at the top dose activity change, negative = cytotoxicity, actives largely listed as inhibitors; AID 504648, 2011; actives 0.16% (n = 390,000); further: on the % scale 0 is the no-effect control and ±100 the full control effect
#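 Cytotoxicity counterscreen: CellTiter-Fluor fluorescence was measured in A549 ARE_Fluc cells after 18-24 h of compound exposure in a concentration series. The subsequent BugLite luminescent read reports ARE-luciferase activity.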
# HepG2 viability = qHTS for Inhibitors of TGF-b: Cytotox Counterscreen | HepG2 CAGA-GFP viability, ATP luminescence, 18 h | Potency, µM (doses to about 46.1 µM), for the others: at the top dose activity change, negative = cytotoxicity, actives largely listed as cytotoxic | actives 0.76% (n = 410,000); further: some results filed as inactive show a strong effect at the top dose
#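 CellTiter-Glo luminescence gave cytotoxicity after 18 hours at 37 degrees C. The cells were HepG2 CAGA-GFP in 1% FBS DMEM, stimulated with 500 pg/mL TGF-beta after compound addition. %Activity was normalised to no-cell wells (complete cell-killing) and DMSO (no toxicity), and curves were fitted and classified.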
# EPAC2 antag = qHTS for Antagonist of cAMP-regulated guanine nucleotide exchange factor 2 (EPAC2): primary screen; Potency, µM (doses to about 114 µM), without a hit: at the highest dose activity, negative = inhibition, actives largely listed as inhibitors; AID 720708, 2013; EPAC2 GEF exchange of Rap1B-BODIPY-GDP, fluorescence; Rap guanine nucleotide exchange factor 4 (Homo sapiens), Q8WZA2; actives 0.18% (n = 360,000); further: on the % scale 0 is the no-effect control and ±100 the full control effect; nearly all actives have a fitted effect of over 45% in size; many of its hits are not listed in these tables
# Target sequence (Q8WZA2 whole entry, looked up): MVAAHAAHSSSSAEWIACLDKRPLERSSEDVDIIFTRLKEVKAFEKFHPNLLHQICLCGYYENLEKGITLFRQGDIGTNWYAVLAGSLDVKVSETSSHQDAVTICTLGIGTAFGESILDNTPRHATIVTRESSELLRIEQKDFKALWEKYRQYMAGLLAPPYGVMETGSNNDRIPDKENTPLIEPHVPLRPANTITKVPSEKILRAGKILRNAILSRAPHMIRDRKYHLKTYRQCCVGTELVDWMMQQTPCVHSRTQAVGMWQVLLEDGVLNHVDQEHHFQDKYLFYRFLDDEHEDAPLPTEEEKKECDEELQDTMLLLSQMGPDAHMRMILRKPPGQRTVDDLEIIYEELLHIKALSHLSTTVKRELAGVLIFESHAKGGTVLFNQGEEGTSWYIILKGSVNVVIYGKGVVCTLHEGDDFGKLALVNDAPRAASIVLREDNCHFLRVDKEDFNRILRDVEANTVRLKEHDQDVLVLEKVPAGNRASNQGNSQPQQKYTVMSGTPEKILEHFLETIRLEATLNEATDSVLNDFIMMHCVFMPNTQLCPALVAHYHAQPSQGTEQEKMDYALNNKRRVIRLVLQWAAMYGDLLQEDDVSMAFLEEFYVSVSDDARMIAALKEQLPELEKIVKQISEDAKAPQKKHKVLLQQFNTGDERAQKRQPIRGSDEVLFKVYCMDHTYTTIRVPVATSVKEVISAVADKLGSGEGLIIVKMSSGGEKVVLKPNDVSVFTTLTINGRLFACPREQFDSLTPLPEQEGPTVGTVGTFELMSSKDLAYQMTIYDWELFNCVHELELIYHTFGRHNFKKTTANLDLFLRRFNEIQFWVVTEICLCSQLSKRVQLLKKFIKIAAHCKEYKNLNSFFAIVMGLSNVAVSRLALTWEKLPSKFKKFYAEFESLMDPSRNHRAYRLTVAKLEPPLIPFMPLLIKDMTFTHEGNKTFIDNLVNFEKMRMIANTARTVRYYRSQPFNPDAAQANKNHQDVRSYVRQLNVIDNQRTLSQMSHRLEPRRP
# TGFb inhibitor = qHTS for Inhibitors of TGF-b; HepG2 CAGA-GFP TGF-b/SMAD3 reporter, GFP fluorescence, 18 h; TGF-beta stimulated, 500 pg/mL final; Potency, µM (top dose mostly 46.1 µM), without a hit: top-dose activity, negative = inhibition, actives largely listed as inhibitors; actives 1.2% (n = 410,000); AID 588855, 2011; further: on the % scale 0 is the no-effect control and ±100 the full control effect; nearly all actives have a fitted effect of over 65% in size
#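 Read-out: total well GFP (ex488/em500-530) summed from mean per-cell fluorescence. Cells: HEPG2 CAGA-GFP, 1% FBS DMEM, 18 h at 37 degrees C with 500 pg/mL final TGF-beta. Unstimulated wells served as the full-inhibition control; stimulated DMSO wells = 0%.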
# Nrf2 inh = Nrf2 qHTS screen for inhibitors | A549 ARE-Fluc reporter, luciferase luminescence, 18-24 h | actives 2.1% (n = 360,000) | Potency, µM (titrated, usually from 46 µM), for inactives: top-dose activity change, negative = inhibition, hits mostly inhibitors | AID 504444, 2011; further: on the % scale 0 is the no-effect control and ±100 the full control effect; nearly all actives have a fitted effect of over 60% in size
#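 A549 ARE_Fluc cells (5000/well, 5% FBS OPTI-MEM) pre-incubated 2 h, then treated with compounds 18-24 h at 37C/5% CO2 in concentration-response. CellTiter-Fluor viability read first; BugLite luciferase luminescence after 15 min at room temperature gives Nrf2 activity.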
# ATXN viability = Viability Counterscreen for Primary qHTS for Inhibitors of ATXN expression. Potency, µM (doses to about 56.7 µM), usual class: cytotoxic. S2 cells (HEK-293 line with an ATXN2-luciferase reporter) viability, CellTiter-Fluor protease fluorescence, 24 h. actives 0.49% (n = 400,000). AID 651635, 2014; further: nearly all actives have a fitted effect of over 40% in size
# ATXN2 expr inh = Primary qHTS for Inhibitors of ATXN expression. actives 0.72% (n = 360,000). Potency, µM (titrated, usually from 57 µM), inactives show at the highest dose activity change, negative = inhibition, most hits filed as inhibitors. HEK-293 ATXN2-luciferase reporter, luminescence, 24 h; further: on the % scale 0 is the no-effect control and ±100 the full control effect; nearly all actives have a fitted effect of over 55% in size
#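 ATXN2-luciferase reporter cells (luciferase flanked by upstream and downstream ATXN2 gene portions) were treated 24 h at 37 °C with compounds at up to 57 uM. SteadyGlo luminescence gave expression; GF-AFC fluorescence gave viability.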
# Nrf2 activator = qHTS of Nrf2 Activators. AREc32 ARE-luciferase reporter (MCF7-derived line), luminescence, 24 h. Potency, µM (highest dose often 46.1 µM), inactives show at the top dose activation, most hits filed as activators. actives 0.31% (n = 410,000); further: % of control where 0% means no effect; nearly all actives have a fitted effect of over 65% in size
#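 AREc32_Fluc, 1000 cells/well, OPTI-MEM + 5% FBS, o/n 37 deg C 5% CO2; 23 nL cpd by pin tool, 24 hr; Steady-Glo 30 min RT, luminescence.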
# The depositor's hits bear a star; i = inactive; ? = inconclusive; . = no result given; [ ] = remark or other dose. The call rests on the fitted dose curve; in most records, active means well fitted curve in the direction sought with a large enough effect; inconclusive means small, poorly fitted or top-dose-only effect, or another doubt; inactive means no such curve, though single readings can be large; an effect the other way counts as inactive or inconclusive. Potency means the concentration at half of the fitted maximal effect. The list is partial; count on the stated rates, not on these rows.
# Second line of a record – MCF10A rerep	A549 viability	HepG2 viability	EPAC2 antag	TGFb inhibitor	Nrf2 inh	ATXN viability	ATXN2 expr inh	Nrf2 activator
O=C(Nc1ccc2c(c1)OCO2)C1CC(c2ccccc2Cl)=NO1 (configuration not stated)
→ -19%	-3%	2%	-1%	-10%	?	i	0%	2.3%
CCOC(=O)c1cccc(NS(=O)(=O)c2cc3c(cc2C)NC(=O)CO3)c1
→ .	-17%	-32%	.	?	11%	i	14%	-1.9%
CC(Oc1ccccc1)C(=O)N1CCCc2ccccc21 (configuration not stated)
→ 4%	-5%	-1%	2%	-14%	0%	i	-7%	-0.8%
C=CCOC(=O)COc1ccc2c(C)c(C)c(=O)oc2c1
→ 12%	-1%	-5%	-3%	-17%	-16%	i	-3%	0.3%
CCCCN(C(=O)C1CC1)C1CCS(=O)(=O)C1 (configuration not stated)
→ -16%	-6%	-5%	-4%	-6%	5%	i	-1%	-0.5%
CCCc1cc(=O)oc2c(C)c(OCC(=O)N3CCC(C(=O)O)CC3)ccc12
→ -10%	5%	1%	-1%	7%	-5%	i	0%	-1.0%
O=C(COC(=O)CN1C(=O)COc2ccccc21)NC1CCCCC1
→ 14%	2%	-3%	2%	6%	2%	i	2%	-0.1%
CC(=O)Nc1ccc(-c2cc(-c3ccccc3)nc(-c3ccccc3)n2)cc1
→ ?	-13%	0%	-11%	-1%	?	?	?	-0.4%
O=C(Cn1ncc2c3ccccc3n(Cc3ccccc3)c2c1=O)Nc1ccccc1C(F)(F)F
→ .	-2%	-3%	.	-21%	-13%	i	13%	-1.1%
O=C(O)c1cc(-c2cc(C(=O)O)c3ccccc3n2)ccc1O
→ 8%	4%	0%	-19%	0%	-11%	i	1%	-0.4%

# Some of the entries so far, as comma-separated lines.
Structure,MCF10A rerep,A549 viability,HepG2 viability,EPAC2 antag,TGFb inhibitor,Nrf2 inh,ATXN viability,ATXN2 expr inh,Nrf2 activator
CCCc1cc(=O)oc2c(C)c(OCC(=O)N3CCC(C(=O)O)CC3)ccc12,-10%,5%,1%,-1%,7%,-5%,i,0%,-1.0%
O=C(COC(=O)CN1C(=O)COc2ccccc21)NC1CCCCC1,14%,2%,-3%,2%,6%,2%,i,2%,-0.1%
CC(=O)Nc1ccc(-c2cc(-c3ccccc3)nc(-c3ccccc3)n2)cc1,?,-13%,0%,-11%,-1%,?,?,?,-0.4%
O=C(Cn1ncc2c3ccccc3n(Cc3ccccc3)c2c1=O)Nc1ccccc1C(F)(F)F,.,-2%,-3%,.,-21%,-13%,i,13%,-1.1%
O=C(O)c1cc(-c2cc(C(=O)O)c3ccccc3n2)ccc1O,8%,4%,0%,-19%,0%,-11%,i,1%,-0.4%

# Continuation.
# Second line of a record – MCF10A rerep	A549 viability	HepG2 viability	EPAC2 antag	TGFb inhibitor	Nrf2 inh	ATXN viability	ATXN2 expr inh	Nrf2 activator
CC1CC(C)CN(c2ccc(S(=O)(=O)N3CCOCC3)cc2)C1 (configuration not stated)
→ 5%	2%	0%	-7%	9%	-16%	i	-1%	-0.1%
Cc1ccc2c(C)c(C(=O)N(C)Cc3ccncn3)oc2c1C
→ -18%	-2%	-2%	0%	4%	15%	i	9%	-0.2%
NNC(=O)CC(=O)NC1(Cc2ccc(O)cc2)CCCCC1
→ -6%	0%	-18%	1%	6%	-10%	i	-8%	-0.9%
CCCCn1nnnc1C(c1ccccc1)N1CCN(c2cc(C)ccc2C)CC1 (configuration not stated)
→ .	.	.	-12%	.	.	i	-2%	4.3%
O=C(COc1ccc(Cl)cc1[N+](=O)[O-])N1CCCCC1
→ -2%	0%	-27%	17%	0%	-15%	i	1%	0.3%
CCOC(=O)c1c(C)sc(-c2c(-c3cccc(Cl)c3)[nH]c3c2c(=O)n(C)c(=O)n3C)c1O
→ .	-10%	-1%	.	365%[activator]	-1%	i	10%	-0.4%
N=c1c(C(=O)NCc2ccccc2)cc2c(=O)n3ccccc3nc2n1Cc1ccco1
→ 13µM*	-3%	-36%	17%	?	-5%	i	-29%	-0.4%
Cc1ccc(-n2ncc3c(=O)n(CC(=O)N4CCCCCC4)cnc32)cc1
→ ?	-1%	1%	-3%	-3%	23%	i	2%	-0.1%
CN(C)CCCO/N=C(\c1ccccc1)c1ccncc1
→ 7%	0%	12%	15%	12%	3%	i	0%	0.1%
Cn1c2ccccc2c2c(C(=O)N3CCN(c4ccc(F)cc4)CC3)cn(C3CCCC3)c(=O)c21
→ 26%	?	-9%	-7%	0%	26µM*	i	-23%	0.3%
COc1ccc(CNC(=O)NC2CCCCC2)cc1
→ 3.7µM*	3%	1%	5%	0%	?	i	64%[activator]	2.3%
COc1ccc(C2=NCN(c3ccc(C)cc3)C(=S)N2)cc1
→ 0%	-8%	-21%	-1%	-12%	?	i	53%[activator]	1.9%
CCOc1ccc(C(=O)NCC(=O)OC(C)C(=O)NCc2ccco2)cc1OCC (configuration not stated)
→ -1%	-2%	4%	2%	-4%	21%	i	3%	6.4%
CCOCCCn1c(=NC(=O)c2ccco2)c(C(=O)OCC)cc2c(=O)n3cccc(C)c3nc21
→ ?	0%	3%	-13%	-8%	13%	i	.	3.4%
C[C@H](CO)N1C[C@H](C)[C@@H](CN(C)CC2CCOCC2)Oc2ncc(Br)cc2C1=O
→ .	.	-12%	5%	-4%	.	i	-2%	-1.0%
Cc1ccc(C)c(-n2cc(CN3CCCN(C=O)CC3)c(-c3ccccc3)n2)c1
→ 3%	8%	2%	3%	-7%	-9%	i	.	-0.1%
S=c1[nH]c(-c2ccccc2)cn1-c1ccccc1
→ -5%	2%	1%	-7%	2%	6%	i	36%	3.8%
Cc1nc2scc(-c3cccs3)c2c(=O)o1
→ 0%	-2%	-27%	9%	-2%	6%	i	3%	-0.7%
O=C(CC(C(=O)O)C1CCCO1)NCCc1ccc2c(c1)OCO2 (configuration not stated)
→ -183%[0.0737 µM]	7%	2%	-5%	-1%	0%	i	9%	-0.1%
C=C1SC(=Nc2ccccc2Cl)N(C(=O)c2sc3ccccc3c2Cl)C1(C)C
→ ?	1%	-1%	?	?	-4%	i	-14%	8.1%
COc1ccc(CNC(=O)C2CCN(S(=O)(=O)c3ccc4c(c3)CC(C)N4C(C)=O)CC2)cc1 (configuration not stated)
→ 8%	-4%	-14%	0%	-16%	?	i	-5%	0.0%
COC(=O)c1ccccc1NC(=O)Cn1c(=O)n(CCCC(=O)NCCc2ccc(OC)c(OC)c2)c(=O)c2ccccc21
→ .	-16%	-2%	.	2%	-6%	i	5%	-0.7%
O=C(CCC(=O)Nc1ccccc1Cl)NNS(=O)(=O)c1ccc(Cl)cc1
→ -16%	-4%	-12%	-6%	1%	-2%	i	1%	-0.3%
CCCOC(=O)/C(C)=N\NC(=O)c1ccco1
→ 4%	-2%	-1%	14%	16%	17%	i	28%	4.1%
COc1ccc(N2C(=O)c3ccccc3NC2c2ccc(OC)c(Cn3cc([N+](=O)[O-])cn3)c2)cc1 (configuration not stated)
→ -1%	0%	-3%	1%	2%	3%	i	13%	2.3%
COc1ccc([C@H]2N[C@]3(CCCN(Cc4ccc(F)cc4)C3=O)[C@H]3C(=O)N(C)C(=O)[C@@H]23)cc1
→ .	.	-5%	-3%	-3%	.	i	-2%	0.3%
Cc1ccc(-n2ncc3c(NCCCc4ccccc4)ncnc32)cc1C
→ .	-4%	-6%	.	1%	.	i	34%	0.4%
CCOc1ccc(Cn2nnc3c(=O)[nH]c(C4CCN(C(=O)c5ccccc5)CC4)nc32)cc1
→ .	0%	-24%	.	?	7%	i	0%	0.9%
CCCCN(C)C(=O)CCCc1c[nH]c2ccccc12
→ 1%	-7%	-15%	-11%	4%	5%	i	27%	0.2%
CCN(CC)C(=O)CSc1nc2cc3c(cc2c(=O)n1CCCC(=O)NCCc1ccc(OC)c(OC)c1)OCO3
→ -2%	-15%	-13%	-5%	-9%	21%	i	-20%	4.0%
Cc1ccc2cc3c(NC(=O)c4ccco4)nn(CC(C)C)c3nc2c1
→ ?	2%	-27%	2%	5%	-4%	i	-9%	14%
CCOC(=O)N1CCN(C(=O)c2cn(CC)c3ccc(S(=O)(=O)N4CCCCC4)cc3c2=O)CC1
→ ?	3%	16%	2%	2%	3%	.	1%	0.2%
CSc1cccc(N=C2C(=O)Nc3ccccc32)c1
→ -13%	6%	-2%	12%	7%	1%	i	-12%	3.0%[9.22 µM]
CCc1ccc(C(=O)COC(=O)c2cccs2)cc1
→ -1%	13%	-7%	?	4%	15%	i	.	5.6%
CC(C)n1c(O)c(N=NC(=O)C2COc3ccccc3O2)c2ccccc21 (configuration not stated)
→ 13µM*	-16%	8%	-8%	3%	?	i	-14%	14%
Cc1ccc(Cl)c(OCC(=O)Nc2ccc3c(c2)OCCO3)c1
→ 24%	1%	0%	6%	-10%	?	i	48%[activator]	-0.7%
O=C(CN1C(=O)NC2(CCCC2)C1=O)NCc1cccc(Cl)c1
→ 0%	-2%	-1%	3%	13%	-4%	i	7%	0.1%
COc1ccc(C)cc1NC(=O)ON=C1CCCCC1
→ .	.	0%	13%	-8%	.	i	22%	-0.1%
COc1cccc(-c2cnc3c(NC(C)=O)cc(-c4cccc(C(=O)N(C)C)c4)cn23)c1
→ .	.	-25%	16%	4%	.	?	6%	5.9%
Nc1[nH]c(C(=O)c2ccccc2)c(-c2cccnc2)c1C(=O)NC1CCCCC1
→ .	.	.	7%	.	.	i	-13%	0.3%
Cc1c(N=Cc2cc3c(cc2[N+](=O)[O-])OCO3)cccc1[N+](=O)[O-]
→ -5%	4%	-17%	0%	-18%	9%	i	.	1.9%
COc1ccccc1CNC(=O)COC(=O)c1cc2ccccc2o1
→ 7%	7%	0%	1%	?	8%	i	2%	0.7%
